Bioassay records deposited in PubChem BioAssay by several laboratories.
NR2E3 ag-1 = NR2E3 (human) agonism | inhibition of corepressor binding, % at 4.78 µM | 320,000 compounds, 0.12% hits | AID 2300 | GST-NR2E3/biotin-RetCOR TR-FRET, 1536-well;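 active means percent inhibition above the cutoff of mean plus 3 SD of all tested compounds, set per screening campaign, cut at about 20% in these data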;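 further: 0% = DMSO wells and 100% = biotin wells as full block of FRET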
Target sequence (Q9Y5X4 whole entry, looked up): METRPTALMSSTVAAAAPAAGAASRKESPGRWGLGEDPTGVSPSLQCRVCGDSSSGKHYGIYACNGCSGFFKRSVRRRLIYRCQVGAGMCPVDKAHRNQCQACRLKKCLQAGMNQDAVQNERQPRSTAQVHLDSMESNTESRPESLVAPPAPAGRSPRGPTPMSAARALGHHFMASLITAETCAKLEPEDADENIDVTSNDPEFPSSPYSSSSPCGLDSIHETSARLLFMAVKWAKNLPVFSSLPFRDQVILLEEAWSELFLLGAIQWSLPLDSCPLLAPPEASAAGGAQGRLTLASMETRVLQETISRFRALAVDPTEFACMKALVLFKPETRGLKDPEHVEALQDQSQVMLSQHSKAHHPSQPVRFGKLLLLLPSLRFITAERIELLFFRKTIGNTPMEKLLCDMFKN
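Test system – NR2E3–RetCOR corepressor complex · Quantity – NR2E3 fusion 1.35 nM · Buffer or medium – Tris pH 7.5 · Incubation – Compound–protein incubation for 5 h at 4 °C · Technique – TR-FRET, Eu(K)-anti-GST donor, streptavidin-D2 acceptor, ex 340, em 617/671 nm · Evaluation – percent inhibition of 671/617 nm emission ratio versus biotin and DMSO controls · Plate – 1536-well format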
Shn3 inh set2 = reduces Shn3 3'UTR luciferase signal in osteoblasts. 360,000 compounds, 0.52% hits. AID 588674. inhibition, % at 12.5 µM. Clone20 osteoblast Shn3 3'UTR firefly luciferase, 24 h;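 active means mean inhibition of at least 75% with every replicate also reaching 75%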;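 further: 0% = median of neutral control wells and 100% = pilot-screen positive control compound; some compounds past the cut are filed as inactive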
NR2E3 ag-2 = human photoreceptor-specific nuclear receptor agonism. inhibition of corepressor binding, % at 3.98 µM. AID 602229. Q9Y5X4. 360,000 compounds, 0.35% hits. CHO-S Gal4-NCOR/VP16-NR2E3 two-hybrid, luciferase;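 active means inhibition above the mean of all tested compounds plus 3 SD, cut at about 70% in these data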;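 further: 0% = DMSO with NR2E3 transfected cells and 100% = cells lacking NR2E3 construct; higher means lower luciferase signal from less NR2E3 corepressor binding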
HIF-2a block = HIF-2a inhibition; 786-0 RCC cells HIF-2a reporter, luciferase luminescence, overnight; inhibition, % at 18.8 µM; 360,000 compounds, 0.72% hits;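 active means inhibition of the luminescence signal of 40% or more relative to plate controls, in a single-dose primary screen at 18.75 µM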
Peg3 promoter = inhibitors of Peg3 promoter; inhibition, % at 20 µM; HeLa PEG-Prom luciferase reporter, luminescence, overnight; 360,000 compounds, 1.7% hits;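 active means inhibition of at least 50% at 20 µM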
hiPSC survival = hiPSC single-cell survival enhancement. ATPlite luminescence; 100% = ROCK inhibitor wells, 0% = DMSO. survival enhancement, % at 20 µM. 360,000 compounds, 0.044% hits. AID 602274; in the data active means survival enhancement above about 18%;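 further: cells exposed to compounds for 16 hours before the ATP read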
PDI turbidity = inhibitors of human protein disulfide isomerase; PDI insulin aggregation turbidity, A650, 90 min; AID 588391; 350,000 compounds, 0.052% hits; inhibition, % at 10 µM;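 active means mean inhibition across replicates of 30% or more, whatever share of single replicates reach that level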;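 further: absorbance from insulin aggregation driven by PDI reduction with DTT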
Cardio protect = modulators protecting cardiomyocytes from myocardial damage | AID 588492 | H9c2 cardiomyocytes, H2O2 injury protection, ATPLite, 2 h | 360,000 compounds, 0.63% hits | protection from H2O2 cell death, % at 20 µM;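 active means compounds giving at least 50% protection of heart cells from peroxide-induced death in the single-dose screen, raw or plate-pattern-corrected value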;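 further: 0% = DMSO wells with peroxide and 100% = DMSO wells without peroxide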
HTR2A ag = mouse HTR2A agonism via beta-arrestin recruitment. activation, % at 7.6 µM. CHO-K1 mHTR2A beta-arrestin complementation, luminescence; percent of 30 µM serotonin response. 360,000 compounds, 0.66% hits. P35363;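 active means activation above a run cutoff, the mean activation of all tested compounds plus 3 SD, cut at about 14% in these data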;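 further: 0% = plate median of compound wells and 100% = 30 µM serotonin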
Target sequence (P35363 whole entry, looked up): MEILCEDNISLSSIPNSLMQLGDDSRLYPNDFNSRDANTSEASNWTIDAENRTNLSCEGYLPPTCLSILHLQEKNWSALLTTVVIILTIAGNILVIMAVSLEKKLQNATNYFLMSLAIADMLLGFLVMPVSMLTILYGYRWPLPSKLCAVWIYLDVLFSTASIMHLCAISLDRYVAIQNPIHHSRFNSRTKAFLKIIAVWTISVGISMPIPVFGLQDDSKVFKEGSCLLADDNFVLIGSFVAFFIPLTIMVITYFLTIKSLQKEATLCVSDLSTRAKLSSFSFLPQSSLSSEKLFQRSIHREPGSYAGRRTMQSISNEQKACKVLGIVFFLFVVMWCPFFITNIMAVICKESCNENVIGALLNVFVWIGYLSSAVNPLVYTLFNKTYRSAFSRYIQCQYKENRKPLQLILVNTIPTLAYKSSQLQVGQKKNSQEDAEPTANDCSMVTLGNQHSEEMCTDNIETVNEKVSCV
TRPM1 prom inh = MITF TRPM1 promoter inhibition in SK-MEL-5 cells; SK-MEL-5 TRPM1 promoter luciferase, 24 h; inhibition, % at 12.5 µM; 330,000 compounds, 0.83% hits; AID 488899;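 active means mean inhibition across replicates of 60% or more, whatever share of single replicates reaches that level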; further: values of inactives mirror those of a sister screen read the other way
CaV13 ICDI inh = Primary screen for inhibitors of IQ motif and Ca2+-dependent inactivation inhibitor domain binding in CACNA1D, Förster resonance energy transfer in living cells, … | HEK cells, CFP/YFP FRET ICDI-IQ, plate reader, 10 min; percent FRET-ratio fall versus neutral wells | inhibition, % at 12.3 µM | 340,000 compounds, 0.098% hits | AID 743397;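 active means mean replicate inhibition of at least 30% and at least 1% of replicates passing that level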;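 further: 0% = median of the neutral control wells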
* marks the source's active call; other numbers are inactive results; x = no result given. Rows are unselected, and some 3.9% of all compounds hit somewhere here.

Results follow in this order: NR2E3 ag-1	Shn3 inh set2	NR2E3 ag-2	HIF-2a block	Peg3 promoter	hiPSC survival	PDI turbidity	Cardio protect	HTR2A ag	TRPM1 prom inh	CaV13 ICDI inh
1) Cc1nc(SCC(=O)Nc2ccccn2)n[nH]1
  6	9	-11	1	-4	0.1	9	0	-2	-3	-3
2) COc1ccc(CCCc2nnc(SCC(=O)Nc3ccccc3F)o2)cc1
  4	-9	-6	-33	-16	-2.7	0	-3	-1	-1	-3
3) Nc1cc(N)nc(SCC(=O)NCC(=O)Nc2ccc(F)c(F)c2F)n1
  x	-6	8	10	-2	-1.1	-65	-3	6	1	-5
4) O=C(O)C1CC=CCC1C(=O)Nc1cccnc1 (stereo not given)
  2	-17	8	10	-6	-1.5	-5	1	6	4	-6
5) Cc1c(NC(=O)c2cc(C(C)C)on2)c(=O)n(-c2ccccc2)n1C
  -1	5	-28	-10	7	0.9	-2	3	0	3	-5
6) Cc1ccc(CNc2ccc3nnc(-c4ccccc4)n3n2)cc1
  2	42	-12	12	13	0.2	-12	-14	6	x	-5
7) CCOC(=O)C1CCCN(C(=O)c2cc3cc4ccc(OC)cc4nc3o2)C1 (stereo not given)
  0	11	-31	10	-26	1.0	-10	11	1	-9	x
8) O=C(O)c1cc2cccc(S(=O)(=O)N3CCCCC3)c2cc1O
  0	-25	4	-1	-1	-0.6	-1	0	0	-8	-4
9) COc1ccccc1NC(=O)CSc1nccc(=O)[nH]1
  1	-28	3	1	0	-0.1	3	4	1	11	-6
10) CCN(c1ccccc1)c1nc(Cl)nc2c1cnn2C
  x	-4	-7	6	17	3.4	-4	-8	2	9	-5

3 entries out of the list above, arranged by the number in TRPM1 prom inh, ascending.
item | Structure | TRPM1 prom inh
7 | CCOC(=O)C1CCCN(C(=O)c2cc3cc4ccc(OC)cc4nc3o2)C1 (stereo not given) | -9
8 | O=C(O)c1cc2cccc(S(=O)(=O)N3CCCCC3)c2cc1O | -8
5 | Cc1c(NC(=O)c2cc(C(C)C)on2)c(=O)n(-c2ccccc2)n1C | 3

More results
Results follow in this order: NR2E3 ag-1	Shn3 inh set2	NR2E3 ag-2	HIF-2a block	Peg3 promoter	hiPSC survival	PDI turbidity	Cardio protect	HTR2A ag	TRPM1 prom inh	CaV13 ICDI inh
11) O=C(NC(=S)Nc1ccc2oc(=O)ccc2c1)c1ccco1
  -6	-7	-9	-155	-89	-0.2	-4	0	-4	-7	-17
12) O=C(CSC(=S)N1CCOCC1)c1ccccc1
  0	13	-146	-6	-36	-2.7	-5	-7	4	7	-3
13) O=C(NCC1CCCO1)c1ccccc1S(=O)(=O)c1ccc([N+](=O)[O-])cc1 (stereo not given)
  0	-20	-18	10	8	1.2	7	9	1	13	-3
14) OC1CCCN(C(=S)NCc2ccccc2)C1 (stereo not given)
  4	13	5	12	5	2.2	-5	-10	-2	-14	-19
15) CC(C)C(OC(=O)c1ccco1)C(=O)NC1CCCCC1 (stereo not given)
  -2	14	-6	4	17	1.5	0	-1	0	-3	-4
16) O=c1c(-c2cccc([N+](=O)[O-])c2)[n+]([O-])c2ccccc2n1O
  -3	22	0	20	8	1.1	7	8	-6	12	-7
17) COc1ccc2nc(/N=C(\N)NC(=O)C(C)(C)C)nc(C)c2c1
  1	-35	-77	-197	-144	2.6	-5	20	-8	-77	x
18) COc1ccc(CCC(=O)Nc2cccc(S(=O)(=O)N3CCCCCC3)c2)cc1
  x	7	9	11	16	0.0	0	-6	-4	14	-7
19) COC(=O)c1c(NC(=O)c2ccccc2)sc(C(N)=O)c1C
  2	15	-12	15	49	0.8	4	7	-1	16	-6
20) Cc1cc(NS(C)(=O)=O)c(=O)n(Cc2c(F)cccc2Cl)c1
  2	1	0	3	4	-0.2	-18	-6	-4	1	-20
21) Cc1cc(C)c(COCc2cc(/C=N/O)c(C)cc2C)cc1/C=N/O
  1	14	-10	-45	24	0.6	-4	-13	5	7	-9
22) CNC(=O)c1cc(S(=O)(=O)N2CC(C)OC(C)C2)ccc1N1CCCCC1 (stereo not given)
  x	12	-5	8	8	0.2	1	-2	-2	2	-2
23) CCOC(=O)c1sc2nc(CSc3ccccc3)nc(N3CCCN(C)CC3)c2c1C
  1	5	15	9	65*	-1.8	19	5	-10	14	1
24) O=C(CNC(=O)c1ccco1)N/N=C/c1ccccc1[N+](=O)[O-]
  0	7	-19	-15	-22	1.8	-5	-1	2	7	3
25) COCCCNC(=S)N/N=C/c1ccc(N(C)C)cc1
  -3	1	-69	-87	-47	0.5	0	-4	1	-38	2
26) O=C(COC(=O)CCSc1ccccc1)Nc1cc(F)ccc1F
  0	-4	1	-9	-3	-0.1	-7	10	-3	-23	-5
27) CCN(CC)CC1(O)CCN(C(=O)c2ccc(Cl)c(Cl)c2)CC1
  2	-7	13	23	16	2.1	7	23	-1	5	6
28) COC(=O)c1ccc(N2C(=O)CC(N3CCC(O)(c4ccc(Br)cc4)CC3)C2=O)cc1 (stereo not given)
  0	12	-21	-3	-4	1.7	-5	-17	5	-3	-5
29) ON=C1c2ccccc2-c2cc(Br)ccc21
  x	-4	-53	-53	-39	0.4	-1	-9	2	-6	-10
30) O=[N+]([O-])c1ccc(F)c(N=Cc2ccc(Br)s2)c1
  2	-4	-2	12	14	1.1	7	8	2	3	-4
31) Cc1cc(CNC(=O)c2cc(COc3ccc(F)c(F)c3)on2)nn1C
  -3	-57	-133	-229	-380	-0.4	10	-2	-7	-86	-5
32) Cc1ccc(CNc2nc3ccccc3n2C)cc1
  4	6	-153	-105	-96	-0.6	1	-19	-7	1	-19
33) CC1CCN(C(=O)CCc2ccc(S(=O)(=O)NC(C)C)cc2)CC1
  -4	18	16	10	5	-0.6	-2	2	0	4	-9
34) Cn1ccnc1/C(=N\NC(=O)c1ccccc1)c1cccc([N+](=O)[O-])c1
  -1	4	-43	-4	1	0.6	1	6	4	-12	-7
35) COc1ccc(C2(O)CC3CCC(C2)N3c2cc(C)nc(-c3ccccc3)n2)cc1 (stereo not given)
  1	11	10	12	19	0.0	4	-5	3	-7	-6
36) CC[n+]1c(P(=O)([O-])c2ccccc2)[nH]c2ccccc21
  1	-13	-10	11	-2	8.0	0	4	1	-9	-8
37) CCOC(=O)C1(CC2CCCCO2)CCN(Cc2cc3ccccc3[nH]2)CC1 (stereo not given)
  4	16	35	18	17	1.0	-5	-9	-8	20	-7
38) COCCN=C1NN=C(c2ccc(C)c([N+](=O)[O-])c2)CS1
  2	-55	-36	-189	-214	-4.1	5	4	0	-24	-5
39) O=C(COC(=O)/C=C/c1cccc(C(F)(F)F)c1)Nc1ccc(Cl)cn1
  1	-3	-3	9	25	-0.4	9	-3	1	1	-5
40) CCOc1cccc(NC(=O)Cc2cccs2)c1
  -1	-4	0	-60	-35	-0.6	2	-3	-6	-6	x
41) Cc1cc2c3c(c1C)C1(C(=O)N3C(C)(C)CC2C)C(C#N)=C(N)Oc2cc(O)ccc21 (stereo not given)
  4	24	-15	14	49	-1.0	5	-16	25*	-9	-5
42) CCS(=O)(=O)c1nc(NC(C)=O)n[nH]1
  2	-5	13	11	10	-0.8	12	-2	-1	-5	0
43) CC(C)(C)C1C/C(=C/c2ccco2)C(=O)/C(=C/c2ccco2)C1 (stereo not given)
  0	40	5	14	22	-2.5	-6	-6	5	0	-6
44) O=[N+]([O-])c1cccc(-c2nc(-c3ccccn3)no2)c1
  -1	-23	-121	-87	-49	-0.2	0	-8	3	-19	-19
45) C/C(Nc1ccc(F)cc1)=C(/C#N)C(N)=O
  1	-4	-21	7	1	8.4	5	11	-3	-1	-5
46) c1ccc(Cn2nnnc2C(c2ccccn2)N2CCN(c3ccccc3)CC2)cc1 (stereo not given)
  2	-3	-15	-10	21	1.8	4	14	-11	-1	-5
47) Cc1ccc(-c2csc(N(Cc3ccccc3)C(=O)COc3ccccc3)n2)cc1
  -1	-9	0	-1	32	-0.1	-5	-5	1	11	-5
48) CC1CCCN(S(=O)(=O)c2cnc[nH]2)C1 (stereo not given)
  1	7	-34	8	20	-0.2	-2	-1	-2	6	-3
49) O=C(CCCNS(=O)(=O)c1ccc(Br)cc1)N1CC[C@@]2(O)CCCC[C@H]2C1
  -1	13	-8	15	15	-2.7	13	-11	0	8	-3
50) Cc1ccc2c(c1)N(C(=O)CCC(=O)N1CCN(c3ccccn3)CC1)CC(C)O2 (stereo not given)
  3	-5	-21	2	16	-1.5	x	4	-4	x	-3
51) CN(CC(=O)Nc1cccc(F)c1)C(=O)c1cc(-c2cccs2)nn1-c1ccccc1
  0	-1	6	9	56*	-0.5	8	24	-5	12	-13
52) Cc1cc(N2CCCC2)ccc1NC(=O)COc1cccc(C(F)(F)F)c1
  3	27	-59	8	14	0.7	3	-18	-8	14	x
53) CC(C)(C)OC(=O)N1CCCC(C(=O)Nc2cccc(C(=O)NCc3ccccc3)c2)C1 (stereo not given)
  x	16	5	-5	-1	2.5	8	9	-4	-4	-5
54) O=C(OC1CC2CC1[C@H]1CCCCN1C2=O)N1CCC(c2ccccc2)CC1 (stereo not given in full)
  x	x	-3	12	x	1.2	x	x	2	x	-5
55) CC(=O)Nc1ccc(CN(C)c2c(C)nc3ccc(C(=O)Nc4ccc(Cl)c(Cl)c4)cn23)cc1
  x	53	-47	-96	-20	-1.5	1	11	-7	x	-9
56) N#C/C(=C(/O)Cc1cccc2ccccc12)c1nc2ccccc2s1
  3	2	12	7	35	6.5	-2	-22	3	0	-8
57) C=CCNCc1cc(=O)n2c(-c3ccccc3)csc2n1
  -2	-6	-1	9	2	0.9	-6	2	7	5	-20
58) C/C(=N\OCC(=O)O)c1ccc(Cl)cc1
  -3	-5	-26	13	2	-0.5	-5	4	-1	-3	-5
59) CCCN(CCC)C(=O)C1CC(=O)OC12CCOC(C)(C)C2 (stereo not given)
  0	6	-7	5	-6	0.9	1	-12	2	7	-3
60) Cc1[nH]c2ccc(C(=O)OCC(=O)Nc3cccc(S(N)(=O)=O)c3)cc2c1C
  3	-7	-5	-60	-50	-0.5	3	-9	4	-3	-2
61) O=C(Oc1ccc(-c2cnc3ccccc3n2)cc1)c1ccco1
  1	7	-96	-135	-228	1.7	2	-8	4	-76	-5
62) Cc1cc(C)n(-c2nc3c(c(=O)[nH]c(=O)n3C)n2Cc2ccc(F)cc2)n1
  0	-7	-17	9	11	1.6	-9	15	-2	7	-7
63) CCCCn1c(N)c(N(CC(C)C)C(=O)c2ccc(OCC3CCCO3)cc2)c(=O)[nH]c1=O (stereo not given)
  -6	-11	-2	7	-18	0.0	-7	2	5	1	-6
